Bim-Bfl-1 – disrupts Bim binding to human Bfl-1 | Q16548 | inhibition, % at 10 µM | 190,000 compounds, 0.12% hits | Bead-based flow cytometry, Bim-Bfl-1 binding inhibition;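 note: 0% = wells without compound plus tracer and 100% = blocker peptide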
RGS4-Gao reg – modulates binding of RGS4 to human Galphao; Multiplexed bead flow cytometry; actives lie on both sides; binding response (% of control), % at 10 µM; AID 1415; 220,000 compounds, 0.33% hits; P09471; in the data active = binding response below about 49% or above about 150%; inactive = in between;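 note: fluorescent Galphao activated with aluminum fluoride binding bead-coupled RGS4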
Target sequence (P09471 whole entry, looked up): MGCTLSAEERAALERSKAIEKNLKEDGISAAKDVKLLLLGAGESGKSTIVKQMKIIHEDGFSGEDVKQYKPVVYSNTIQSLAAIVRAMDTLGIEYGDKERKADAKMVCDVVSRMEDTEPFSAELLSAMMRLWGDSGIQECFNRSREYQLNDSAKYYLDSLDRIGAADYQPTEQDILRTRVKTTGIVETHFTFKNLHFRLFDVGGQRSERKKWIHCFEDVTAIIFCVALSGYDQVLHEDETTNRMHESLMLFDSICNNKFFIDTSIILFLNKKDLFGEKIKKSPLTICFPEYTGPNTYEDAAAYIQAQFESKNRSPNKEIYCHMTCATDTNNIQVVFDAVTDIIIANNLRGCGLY
Bcl-XL Bim block – human Bim-Bcl-XL interaction inhibition | Q07817 | Bim peptide-Bcl-XL binding, bead flow cytometry, fluorescence | inhibition, % at 10 µM | 190,000 compounds, 0.04% hits | AID 1007
Bcl-2 Bim block – human Bim-Bcl-2 interaction inhibition; P10415; Bead-based flow cytometry, Bim peptide-Bcl-2 binding; inhibition, % at 10 µM; 190,000 compounds, 0.06% hits; in the data active = inhibition above about 40%; inconclusive = no clear call, values can overlap the other calls;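 note: 0% = no compound wells with probe peptide and 100% = reference peptide inhibitor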
RGS8-Gao – modulates binding of RGS8 to human Galphao | AID 1423 | 220,000 compounds, 0.34% hits | response (percent of control binding), % at 10 µM | multiplexed bead flow cytometry; actives lie on both sides; in the data active = response below about 60% or above about 140%; inactive = in between;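 note: Galphao activated as the GDP aluminium fluoride complex binding bead-coupled RGS8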
Mcl-1 Bim block – human Bim-Mcl-1 interaction inhibition. Q07820. Bead-based flow cytometry, Bim peptide-Mcl-1 binding. inhibition, % at 10 µM. 190,000 compounds, 0.1% hits. AID 1009;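 note: 0% = no compound tracer wells and 100% = peptide blocker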
Target sequence (Q07820 whole entry, looked up): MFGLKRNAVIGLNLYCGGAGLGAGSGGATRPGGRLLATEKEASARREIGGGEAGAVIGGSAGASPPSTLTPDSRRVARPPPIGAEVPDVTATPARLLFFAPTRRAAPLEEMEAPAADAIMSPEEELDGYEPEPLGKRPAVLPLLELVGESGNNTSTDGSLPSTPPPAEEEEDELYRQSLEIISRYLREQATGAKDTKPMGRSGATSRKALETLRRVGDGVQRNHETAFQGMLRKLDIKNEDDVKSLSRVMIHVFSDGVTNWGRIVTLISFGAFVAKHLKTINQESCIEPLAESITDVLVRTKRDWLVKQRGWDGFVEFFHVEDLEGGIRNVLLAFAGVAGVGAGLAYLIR
RGS7-Gao reg – human RGS7-Galphao interaction regulation; P09471; Multiplexed bead flow cytometry, RGS7-Galphao binding; actives lie on both sides; binding response (% of control), % at 10 µM; 220,000 compounds, 0.35% hits; AID 1439; in the data active = binding response below about 49% or above about 150%; inconclusive = no clear call, values can overlap the other calls; inactive = in between;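 note: fluorescent Galphao held in activated GDP-AlF4 state binding bead-coupled RGS7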
Bcl-B Bim block – human Bim-Bcl-B interaction inhibition | Q9HD36 | bead-based flow cytometry, Bim peptide-Bcl-B binding | inhibition, % at 10 µM | 190,000 compounds, 0.073% hits | AID 951;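 note: 0% = tracer peptide without compound and 100% = reference inhibitor peptide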
Target sequence (Q9HD36 whole entry, looked up): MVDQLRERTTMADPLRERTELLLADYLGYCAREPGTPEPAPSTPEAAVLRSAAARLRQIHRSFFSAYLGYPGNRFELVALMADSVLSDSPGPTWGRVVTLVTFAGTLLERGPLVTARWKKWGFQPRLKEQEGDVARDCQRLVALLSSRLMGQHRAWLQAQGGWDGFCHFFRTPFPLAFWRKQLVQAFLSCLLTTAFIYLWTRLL
Bim-Bcl-W – inhibitors of Bim-Bcl-W interaction, human; bead-based flow cytometry, Bim peptide-Bcl-W binding; inhibition, % at 10 µM; 190,000 compounds, 0.02% hits; AID 952;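 note: 0% = bound tracer without compound and 100% = peptide blocker; higher means less fluorescent Bim peptide bound to Bcl-W beads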
Target sequence (Q92843 whole entry, looked up): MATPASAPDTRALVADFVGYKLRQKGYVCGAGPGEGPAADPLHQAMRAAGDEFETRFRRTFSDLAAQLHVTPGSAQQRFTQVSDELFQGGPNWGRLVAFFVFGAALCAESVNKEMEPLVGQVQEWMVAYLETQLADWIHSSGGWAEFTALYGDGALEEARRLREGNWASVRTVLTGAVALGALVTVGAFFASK
Mcl1-Bid inh – Mcl-1/Bid interaction inhibition. Q07820. TR-FRET Mcl-1/Bid-Dy647 peptide binding, 1536-well. inhibition, % at 21.7 µM. 220,000 compounds, 0.97% hits;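 active = compounds that cut the binding signal by more than half at the single screening dose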;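 note: His-tagged Mcl-1 with europium anti-His antibody binding Bid BH3 peptide; 0% = Mcl-1 plus peptide wells and 100% = peptide-only wells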
Mcl1-Noxa inh – disrupts binding of human Mcl-1 to Noxa peptide | Q07820 | TR-FRET Mcl-1/Noxa peptide binding, 2 h | inhibition, % at 21.7 µM | 220,000 compounds, 1.5% hits | AID 1022;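 active = compounds that cut the protein-peptide binding signal by more than 50% relative to plate controls in a single-dose test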;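 note: His-tagged Mcl-1 with rhodamine Noxa BH3 peptide and terbium anti-His antibody; 0% = Mcl-1 plus Noxa peptide wells and 100% = peptide-only wells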
Starred values were filed as active, the others as inactive; ? = inconclusive; nt = no result given. Cut-off read from the data, not from the text of the source, unless noted: active = inhibition above about 40%.

SMILES	Bim-Bfl-1	RGS4-Gao reg	Bcl-XL Bim block	Bcl-2 Bim block	RGS8-Gao	Mcl-1 Bim block	RGS7-Gao reg	Bcl-B Bim block	Bim-Bcl-W	Mcl1-Bid inh	Mcl1-Noxa inh
C/C=C\C=C/C(=O)Nc1cccc(C2=NOC3(C2)C[C@@H](C(N)=O)N(C(=O)c2ccc(Cl)cc2)C3)c1 (some centres undefined)	nt	94	nt	nt	91	nt	?	nt	nt	28	38
Cc1ccc(NC(=O)c2cc(-c3ccc(F)cc3)on2)cc1C	-5	97	-2	0	96	2	85	0	0	-41	9
CCOC(=O)c1ccc(NC(=O)c2nc[nH]c2C(=O)N[C@@H](CC(C)C)C(=O)OC(C)(C)C)cc1	nt	90	nt	nt	96	nt	?	nt	nt	12	-20
CCCCn1nnnc1SCC(=O)N1CCCC1	0	110	1	-2	106	-1	109	0	2	-7	8
Cc1cc(C)nc(NC2=NCC(=O)N2c2ccc3c(c2)OCCO3)n1	0	100	-1	2	100	0	102	-1	1	-10	-5
CCOCCCNC(=O)C(NC(=O)CNC(C)=O)c1ccc(Cl)cc1 (centres undefined)	-9	101	-8	-6	102	-5	100	-7	-6	-9	-5
CCCn1c(=O)c2ccccc2n2c(SCCOc3ccc(Cl)cc3)nnc12	0	103	0	-3	100	0	101	0	0	-72	8
COc1cc(CC(=O)OCn2nnc3ccccc3c2=O)cc(OC)c1OC	-3	101	-1	0	103	-1	?	-2	0	-12	13
CCOc1ccc(-c2cc(C(=O)OC)nc3c2c(=O)n(C)c(=O)n3C)cc1	nt	99	nt	nt	99	nt	?	nt	nt	-1	-15
OC(COCC1COc2ccccc2O1)CN1CCN(c2ccc(F)cc2)CC1 (centres undefined)	-4	104	-5	-4	99	-2	100	-9	-6	12	9
CSc1nc2n(n1)C(C)C1=C(CCCC1=O)N2 (centres undefined)	-8	103	-3	-2	103	-5	99	-8	-5	-48	-11
COc1ccc(NC(=O)N(Cc2cc3cc(C)ccc3[nH]c2=O)CC2CCCO2)cc1 (centres undefined)	nt	102	nt	nt	100	nt	?	nt	nt	-39	11
COCCCNc1nc2c(-c3cccc(C(F)(F)F)c3)nnn2c2ccccc12	-4	98	-4	-6	102	-3	?	-2	-4	-13	-70
O=C(CN1C(=O)CCSc2ccccc21)Nc1ccc(F)cc1	-17	103	-15	-12	100	-4	104	-11	-1	-3	nt
COc1cccc(-c2nnn(CC(=O)Nc3cc(OC)c(NC(=O)c4ccco4)cc3OC)n2)c1	-5	102	-1	-3	100	3	99	0	-3	25	-7
CN=C(c1ccco1)n1c(=S)nc(-c2ccco2)n(C)c1=S	5	97	-18	-16	98	-15	103	-38	-7	-10	30
Cc1cccc(NC(=O)CN2C(=O)S/C(=C\c3ccccn3)C2=O)c1	-6	105	1	-1	103	-1	105	0	3	-18	4
CN1C(=O)c2ccc(NC(=O)c3cccc(N4C(=O)CCC4=O)c3)cc2C1=O	-1	101	1	-2	102	3	107	0	1	5	4
Cn1c(=O)c2c(nc(SCc3nc(N)nc(N4CCCCC4)n3)n2C)n(C)c1=O	1	98	-2	1	102	-1	100	-3	-2	4	11
C=C(C)C1Cc2c(C)nn(-c3nc(C)cc(C)n3)c2C1 (centres undefined)	-18	101	-6	-7	100	-3	99	-9	0	-2	9
Nc1[nH]c(N=NC(=O)c2ccccc2)c2ccccc12	-3	96	-1	1	94	-1	95	-4	-2	-6	-9
COc1cc2c(cc1OC)C(CC#N)=NC(C)(C)C2	-3	102	-5	-6	101	-2	100	-6	-3	-25	-6
CCOc1ccc(N(C(=O)c2cc3ccccc3oc2=O)C2C=CS(=O)(=O)C2)cc1 (centres undefined)	-5	113	-12	-2	115	-24	110	-5	-7	-5	-2
COc1cccc(CNC(=O)CCC2CCCN(C(=O)c3cscn3)C2)c1 (centres undefined)	-16	99	-4	-7	101	-1	95	-6	-2	-22	3
CCOC(=O)c1cnc2c(c(C)nn2CC)c1NCCN1CCOCC1	-8	105	-3	-5	103	-1	106	-2	-3	-25	6
The results go on:
SMILES	Bim-Bfl-1	RGS4-Gao reg	Bcl-XL Bim block	Bcl-2 Bim block	RGS8-Gao	Mcl-1 Bim block	RGS7-Gao reg	Bcl-B Bim block	Bim-Bcl-W	Mcl1-Bid inh	Mcl1-Noxa inh
CCCC(=O)Nc1nc2ccc(NC(=O)c3ccccc3F)cc2s1	-4	103	-2	-3	98	-1	103	-3	-3	1	18
COc1cccc(NC(=O)c2ccc3c(SCC(=O)O)c4c(nc3c2)CCCC4)c1	0	99	0	2	98	1	102	2	-5	-7	-5
COc1ccc(NC(=O)c2cc3c(s2)CCC(C)C3)cc1S(=O)(=O)N1CCOCC1 (centres undefined)	-2	98	-8	-2	102	-5	97	-4	-2	-27	-9
O=C(c1nc2nc(-c3ccc(Cl)cc3)cc(C(F)(F)F)n2n1)N1CCOCC1	0	100	-3	-3	105	0	100	0	-3	8	-2
CC1=Nn2c(nnc2C2CCCCC2)SC1	-1	98	0	0	99	0	99	0	1	-16	6
O=C(C[n+]1ccc(/C=N/O)cc1)NC1CCCCC1	-3	98	-3	-4	100	0	96	-1	0	-10	9
COc1ccc(NC(=O)CSc2c3c(nc4ccccc24)CCCC3)c(OC)c1	0	98	-3	0	90	-3	100	-4	-2	-5	16
C[C@H](C(=O)C=[N+]=[N-])N1C(=O)c2ccccc2C1=O	-7	105	-1	-2	102	0	102	-6	-5	-18	10
O=C(CSc1cccc[n+]1[O-])Nc1cc2c(cc1Cl)C(=O)c1ccccc1C2=O	13	86	1	3	82	0	91	-22	6	81*	85*
O=C(N/N=C/c1cc2ccccc2nc1Cl)[C@H]1C[C@@H]1c1ccccc1	-9	101	-4	-4	105	-1	102	-5	0	-6	9
CC1(C)CC(=O)C(C(N)=NC(=O)c2ccc([N+](=O)[O-])cc2)=C(O)C1	-3	105	-3	-6	103	-3	102	-3	-1	-20	12
CN(C)S(=O)(=O)c1ccc(Cl)c(C(=O)Nc2ccccc2[N+](=O)[O-])c1	0	103	-6	0	103	-3	106	-8	-1	3	18
COCCn1c(SCC(=O)N2CCCc3ccccc32)nc2ccccc2c1=O	-12	104	-2	-10	102	2	101	-2	1	-20	-15
N#Cc1nc(-c2ccc(F)cc2)oc1NCc1ccccc1	-11	103	-5	-7	102	-1	100	-8	0	-25	1
Cn1c(-c2cccc(Br)c2)cnc1NCc1cccnc1	-14	104	3	-10	104	-1	97	-11	0	-2	18
COCCNC(=S)NCc1cccs1	-2	102	-2	0	106	1	116	-3	0	-31	10
N#CCCN1CCCc2cc(N=Nc3ccc(C(F)(F)F)cc3)ccc21	nt	101	nt	nt	102	nt	?	nt	nt	-25	-6
Cc1cc2c(C)ccc(C)c2nc1SCC(=O)c1cccs1	-4	105	-3	-4	101	-1	100	-5	-2	-10	11
CN(Cc1ccccc1)S(=O)(=O)c1ccc(Cl)c(C(=O)NCCc2ccccn2)c1	-2	87	-1	-2	93	-4	96	0	-1	-8	15
C/C=C(\C)C(=O)NCCN1C2=NC[C@@H](C)N2C[C@@H]1Cc1ccc(OC)cc1	-6	93	0	2	98	0	97	-6	-1	-3	-14
OCCN(Cc1nc(-c2ccc3c(c2)OCO3)no1)Cc1cccs1	-2	97	-8	1	96	0	96	-4	-4	1	1
CCCCC(=O)Nc1cccc(-c2cn3ccccc3n2)c1	-17	97	-10	-8	97	0	97	-7	1	-17	7
CCc1ccc(S(=O)(=O)Nc2ccc(O)c3c(=O)cc(-c4ccccc4Cl)oc23)cc1	nt	103	nt	nt	102	nt	?	nt	nt	-15	1
CCC(=O)Nc1ccc(C(=O)Nc2ccc3c(c2)C(=O)N(CC2CCCO2)C3=O)cc1 (centres undefined)	-18	99	0	-11	99	-3	101	-11	-1	15	4
Cc1ccc(C#N)c(SCc2ccccc2F)n1	nt	106	nt	nt	104	nt	nt	nt	nt	-7	11
Further entries.
SMILES	Bim-Bfl-1	RGS4-Gao reg	Bcl-XL Bim block	Bcl-2 Bim block	RGS8-Gao	Mcl-1 Bim block	RGS7-Gao reg	Bcl-B Bim block	Bim-Bcl-W	Mcl1-Bid inh	Mcl1-Noxa inh
COc1ccc(C(=O)NCc2nnc(SCC(=O)Nc3ccc4c(c3)OCO4)o2)cc1	-5	95	-5	-2	96	-1	95	-4	-1	-8	0
CCCCOc1ccc(-c2ncc(C(=O)OCC)c(N)n2)cc1	-17	104	-9	-7	102	-4	100	-10	-1	21	32
CCOC(=O)CNC(=O)CSc1nnc(NC(=O)c2ccccc2Cl)s1	-3	100	-3	-1	102	0	?	-2	-2	-20	-3
CC(Oc1ccc2c(-c3ccccc3)cc(=O)oc2c1)C(=O)O (centres undefined)	-2	95	0	-2	99	-2	93	-1	-2	-6	3
Cc1cc(N/C(=N\S(=O)(=O)c2ccc(Cl)cc2)c2ccc(F)cc2)no1	-1	103	-2	-2	104	-1	104	-2	-3	7	23
COCCNC(=O)C1c2ccccc2C(=O)N(CCOC)C1c1ccc(F)cc1 (centres undefined)	-17	100	-5	-9	101	-2	104	-11	-3	-10	6
CCOC(=O)C(/C(C)=N/NC(=O)C1CC1c1ccccc1)C(C)C (centres undefined)	-7	102	-7	-6	98	-4	97	-8	-4	-23	9
COc1ccccc1OCc1nnc(SCC(=O)N2CCCCC2)n1-c1ccccc1	-12	96	-6	-3	100	-5	97	-6	-4	-24	-5
O=C(O)C1CC=CCC1C(=O)Nc1cc(Cl)ccc1Cl (centres undefined)	0	101	0	2	100	-1	101	-1	0	1	28
O=C(C1CCN(C2CCN(Cc3cccc4c3OCO4)CC2)CC1)N1CCOCC1	-7	99	-3	-3	102	0	99	0	0	-30	27
c1csc(CNc2ccc3c(c2)OCCO3)c1	-1	100	-6	0	99	-2	102	-14	-1	-10	26
Cc1ccc(NC(=S)Nc2cccnc2)c(S(=O)(=O)N2CCCCC2)c1	-2	98	-4	0	98	-2	102	-5	-3	-34	8
CC(C)(C)NC(=O)CSc1nncn1NCc1ccccc1	0	99	-1	-1	99	1	102	0	-1	-10	1
CCCn1nc(C(=O)N2CCc3ccccc3C2)c2ccccc2c1=O	-21	95	-7	-14	94	-7	96	-10	-5	-28	-8
COc1ccccc1-c1cc(C(=O)NCCN2CCOCC2)no1	-16	102	-4	-11	99	-2	99	-4	-6	-9	13
CC(C)Oc1ccc(CCC(=O)NNC(=O)CCC(=O)O)cc1	nt	100	nt	nt	98	nt	?	nt	nt	-19	-1
CC1(C)CC(=O)C2=C(C1)N(c1ccc(F)cc1)C(=O)C2(NC(=O)c1ccccc1)C(F)(F)F (centres undefined)	0	97	-3	2	101	2	98	-4	-2	2	-4
CCn1c2ccccc2c2cc(NC(=O)CSc3nnc(-c4ccccc4)o3)ccc21	-7	96	-3	-9	100	1	95	-5	2	-7	1
CSc1nc2nc(-c3ccccc3)cc(C(F)(F)F)n2n1	-2	99	-2	-2	99	-2	100	-1	-1	6	-4
COC(=O)c1cc(COc2ccc3oc(C)c(C(=O)OC)c3c2)c(C)o1	-9	103	-8	-9	104	-5	106	-12	-1	-5	7
Cc1ccc(OCc2nc(-c3ccccc3)no2)cc1	nt	101	nt	nt	101	nt	?	nt	nt	-11	16

Structures listed above shown as hits in Mcl1-Noxa inh:
SMILES	Bim-Bfl-1	RGS4-Gao reg	Bcl-XL Bim block	Bcl-2 Bim block	RGS8-Gao	Mcl-1 Bim block	RGS7-Gao reg	Bcl-B Bim block	Bim-Bcl-W	Mcl1-Bid inh	Mcl1-Noxa inh
O=C(CSc1cccc[n+]1[O-])Nc1cc2c(cc1Cl)C(=O)c1ccccc1C2=O	13	86	1	3	82	0	91	-22	6	81*	85*

High-throughput results deposited in PubChem BioAssay by several laboratories.
